UDG counterscr: blocks uracil-DNA glycosylase in AID counter-screen. AID 1347430. FRET deamination/UDG coupled assay, UDG read, 4 h. hit rate 0.14% among 91,000. Potency, µM (doses to about 115 µM), for inactives: at the highest dose activity change, negative = inhibition, actives largely listed as inhibitors; further: nearly all actives have a fitted effect of over 65% in size
AID inhibitor: blocks human AID cytidine deaminase activity; AID deamination FRET fluorescence, UDG-coupled, 4 h; Potency, µM (top dose mostly 115 µM), without a hit: at the top dose activity change, negative = inhibition, hits mostly inhibitors; AID 1347428; hit rate 0.32% among 91,000; further: nearly all actives have a fitted effect of over 25% in size
Target sequence (Q9GZX7 whole entry, looked up): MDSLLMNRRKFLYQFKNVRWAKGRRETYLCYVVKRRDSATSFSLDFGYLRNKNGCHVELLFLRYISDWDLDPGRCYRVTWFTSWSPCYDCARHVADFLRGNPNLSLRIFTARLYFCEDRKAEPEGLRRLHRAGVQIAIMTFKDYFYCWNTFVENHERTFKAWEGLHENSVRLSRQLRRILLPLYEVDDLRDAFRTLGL
* = called active by the depositor; ? = inconclusive; & = joins results of further samples; [ ] = remark or other dose. The call rests on the fitted dose curve; in most records, active means well fitted curve in the direction sought with a large enough effect; inconclusive means small, poorly fitted or top-dose-only effect, or another doubt; inactive means no such curve, though single readings can be large; an effect the other way counts as inactive or inconclusive. On the % scale 0 is the no-effect control and ±100 the full control effect; potency means the concentration at half of the fitted maximal effect.

1) O=C(NCCC1=CCCCC1)c1ccc2c(c1)ncn2-c1ccc(F)c(F)c1
2) O=C(Cn1cc(S(=O)(=O)N2CCN(c3ccccc3F)CC2)c2ccccc2c1=O)Nc1cccc(C(F)(F)F)c1
3) COc1cc(COC(=O)c2ccc(S(=O)(=O)N3CCOCC3)cc2)ccc1OC(F)F
4) CCC(=O)N1CCc2cc(Br)cc(S(=O)(=O)CCC(=O)Nc3ccc(C)c(C)c3)c21
5) O=C(O)c1ccc(/C=C/C(=O)c2nc3ccccc3s2)cc1
6) CCc1nn(CC(=O)NCCC(C)C)c(=O)c2cc3occc3n12

assay / compound | 1 | 2 | 3 | 4 | 5 | 6
UDG counterscr | -4% | -15% | -7% | 5%[57.5 µM] | -5% | -19%
AID inhibitor | ? | ? | -4% | 11% | 32%[activator] | 1%

7) COc1ccc(OC)c(NC(=O)c2nc3nc(C)cc(C(F)F)n3n2)c1
8) Cc1ccc(-c2nc3cc(Cl)ccc3o2)cc1NC(=O)c1cc2ccccc2o1
9) COc1cc(CNC(=O)c2nccnc2N)ccc1O
10) COc1ccccc1N1CCN(c2ccc(=O)n(CC(=O)O)n2)CC1
11) COCCN(CCOC)C(=O)c1cccc(C#N)c1
12) CCCCc1nnc(NC(=O)c2cc(=O)[nH]c3ccccc23)s1

assay / compound | 7 | 8 | 9 | 10 | 11 | 12
UDG counterscr | -7% | 1%[57.5 µM] | 2% | -5% | -5% | 0%
AID inhibitor | -3% | 51%[activator][57.5 µM] | -4% | 88%[activator] | -4% | -4%

13) COc1ccc(OC)c(CNC(=O)c2c3c(nc4ccccc24)C(=O)N(C2CCCCC2)C3)c1
14) O=C(/C=C/Nc1ccc(Oc2ccccc2)cc1)c1ccc(F)cc1
15) CC(=O)Nc1nonc1-c1nnc(SCC(=O)Nc2ccccc2)n1-c1ccccc1
16) COCCCNCc1ccco1
17) Cc1ccc(-c2nc(CS(=O)CC(=O)N3CCN(c4cccc(Cl)c4)CC3)c(C)o2)cc1 (centres undefined)
18) Cc1ccc(C)c(NC(=O)C2CCN(S(=O)(=O)c3cccs3)CC2)c1

assay / compound | 13 | 14 | 15 | 16 | 17 | 18
UDG counterscr | 0% | -1% | 5% | -4% | ? | 9%
AID inhibitor | 8% | -5% | 4% | 4% | ? | 4%

19) CCCc1ccc(OCC(=O)Nc2sc3c(c2C(=O)OCC)CCC(C(C)(C)C)C3)cc1 (centres undefined)
20) Cc1ccc(-c2nnc(Nc3ccc(O)cc3)c3ccccc23)cc1S(=O)(=O)NC(C)(C)CO
21) COC(=O)c1[nH]c2ccc(F)cc2c1C=O
22) COc1ccc(C(=O)N[C@H]2C[C@@H]3CC[C@H]2C3)cc1OC
23) CC(C)CNC(=O)CSc1nnc(-c2nn(Cc3ccccc3)c(=O)c3ccccc23)o1
24) COC(=O)c1ccc(C(=O)Oc2ccc3c(c2)CCC3)cc1

assay / compound | 19 | 20 | 21 | 22 | 23 | 24
UDG counterscr | -24% | -14% | 1% | 6% | -3% | -3%
AID inhibitor | 24% | ? | 5% | 9% | -9% | -8%

25) Cc1cc(O)c(C(c2ccccc2Cl)N2CCN(c3ccccc3)CC2)c(=O)n1Cc1ccco1 (centres undefined)
26) Cc1ccc(-n2c(SCC(=O)Nc3ccc4c(c3)OCO4)nc3c([nH]c4ccccc43)c2=O)cc1
27) CCCOc1ccc(C(=O)N(Cc2ccco2)Cc2ccco2)cc1
28) NCc1ccc(CN2CCCCC2)cc1
29) CSc1ccc(/C=C2\CCc3ccccc3C2=O)cc1
30) COc1ccc(S(=O)(=O)c2c(O)c3ccc(C(=O)NCc4ccc(F)cc4)cc3[nH]c2=O)cc1

assay / compound | 25 | 26 | 27 | 28 | 29 | 30
UDG counterscr | 15% | -5% | 1%[57.5 µM] | 11% | -4% | -1%&20%
AID inhibitor | -14% | 2% | ? | 11% | -17% | ?

Four neighbouring compounds already listed, for reference:
24) COC(=O)c1ccc(C(=O)Oc2ccc3c(c2)CCC3)cc1
25) Cc1cc(O)c(C(c2ccccc2Cl)N2CCN(c3ccccc3)CC2)c(=O)n1Cc1ccco1 (centres undefined)
26) Cc1ccc(-n2c(SCC(=O)Nc3ccc4c(c3)OCO4)nc3c([nH]c4ccccc43)c2=O)cc1
27) CCCOc1ccc(C(=O)N(Cc2ccco2)Cc2ccco2)cc1

assay / compound | 24 | 25 | 26 | 27
UDG counterscr | -3% | 15% | -5% | 1%[57.5 µM]
AID inhibitor | -8% | -14% | 2% | ?

Next compounds follow.
31) CCCCCn1cc2c(c1-c1ccccc1Br)c(=O)n(C)c(=O)n2C
32) CCCOc1ccc(NC(=O)c2cccc(C)c2)c2cccnc12
33) CCCCNC(=O)CCCn1c(=O)c2ccccc2n(Cc2c(C)cc(C)cc2C)c1=O
34) O=C(O)c1ccc(COc2cc(Cl)ccc2Cl)s1
35) CCCOc1ccc(C(=O)Nc2ccc3oc(-c4ccncc4)nc3c2)cc1
36) FC(F)(F)c1cccc(N2CCN(c3nc4ccccc4n4cnnc34)CC2)c1

assay / compound | 31 | 32 | 33 | 34 | 35 | 36
UDG counterscr | 3% | 2% | 0% | -5% | -5% | ?
AID inhibitor | ? | 6% | 7% | -7% | 4% | 6%

37) N#Cc1nc(-c2ccco2)oc1N1CCN(CC(=O)Nc2cccc(Br)c2)CC1
38) O=C(NCc1ccc(-n2cccn2)cc1)c1cc(Br)ccc1Cl
39) CCN1CCOC(=O)C1CC(=O)Nc1cc(C)ccc1OC (centres undefined)
40) COc1ccc(NC(C)=O)cc1NC(=O)COC(=O)c1ccc(C)s1
41) Cc1ccc(NC(=O)COC(=O)C2(c3ccccc3F)CCCC2)c([N+](=O)[O-])c1
42) CCOc1ccc(OCCOC(=O)CCC(=O)c2ccc(F)cc2)cc1

assay / compound | 37 | 38 | 39 | 40 | 41 | 42
UDG counterscr | -2% | 1% | 7% | 0% | 3% | 6%
AID inhibitor | -19% | -9% | 27% | 4% | 0% | 7%

Exported as labelled records: 4 of the compounds above.
40. COc1ccc(NC(C)=O)cc1NC(=O)COC(=O)c1ccc(C)s1
  UDG counterscr: 0%; AID inhibitor: 4%

41. Cc1ccc(NC(=O)COC(=O)C2(c3ccccc3F)CCCC2)c([N+](=O)[O-])c1
  UDG counterscr: 3%; AID inhibitor: 0%

42. CCOc1ccc(OCCOC(=O)CCC(=O)c2ccc(F)cc2)cc1
  UDG counterscr: 6%; AID inhibitor: 7%

38. O=C(NCc1ccc(-n2cccn2)cc1)c1cc(Br)ccc1Cl
  UDG counterscr: 1%; AID inhibitor: -9%

New compounds follow.
43) c1ccc(CNc2nc(Nc3cccc4ccccc34)nc3ccccc23)cc1
44) CCOC(=O)c1c(C)oc2ncnc(N3CCN(c4ccccc4)CC3)c12
45) CC(C)(C)c1nc2cc(NC(=O)Cc3ccccc3[N+](=O)[O-])ccc2o1
46) Cc1ccc(NC(=O)CN2C(=O)CCSc3ccc(S(=O)(=O)N4CCCC4)cc32)cc1C
47) COc1cccc(CNC(=O)C(=O)c2c[nH]c3ccccc23)c1
48) CC(C#N)(NC(=O)CSc1ccc(F)cc1)C1CC1 (centres undefined)

assay / compound | 43 | 44 | 45 | 46 | 47 | 48
UDG counterscr | -5% | 5% | -4% | -3% | -4% | -2%
AID inhibitor | -10% | ? | 5% | 3% | -11% | 4%

49) Cc1ccc(CNC(=S)NCCN(C)C)cc1
50) Fc1ccc(N/N=C/c2ccc(F)c(F)c2)c(F)c1
51) COc1ccc(C2=C(O)C(=O)N(Cc3ccc(Cl)cc3)C2c2ccccc2F)cc1 (centres undefined)
52) Cc1ccc(Sc2ccc(N3CCCC(C(=O)Nc4ccc(Br)cc4)C3)nn2)cc1 (centres undefined)
53) Cc1ccc2nc(Cl)c3cc(C(=O)NC4CCCCCC4)sc3c2c1
54) COc1ccc(CNC(=O)Cn2c(-c3ccccc3)cc(C(C)=O)c2C)cc1OC

assay / compound | 49 | 50 | 51 | 52 | 53 | 54
UDG counterscr | -10% | -7% | -13% | -10% | ? | 20%
AID inhibitor | -10% | -5% | -2% | -27% | -17% | -3%

Part of the list above in order of length of the SMILES, smallest number first.
49) Cc1ccc(CNC(=S)NCCN(C)C)cc1
53) Cc1ccc2nc(Cl)c3cc(C(=O)NC4CCCCCC4)sc3c2c1
54) COc1ccc(CNC(=O)Cn2c(-c3ccccc3)cc(C(C)=O)c2C)cc1OC
52) Cc1ccc(Sc2ccc(N3CCCC(C(=O)Nc4ccc(Br)cc4)C3)nn2)cc1 (centres undefined)

assay / compound | 49 | 53 | 54 | 52
UDG counterscr | -10% | ? | 20% | -10%
AID inhibitor | -10% | -17% | -3% | -27%

Next compounds follow.
55) OCCCNC(=S)NC1CCCCC1
56) CCc1c(C)sc(NC(C)=O)c1C#N
57) Fc1cccc(Cl)c1CN1CCc2ccccc2C1
58) CC(C)(C)c1ccc(S(=O)(=O)N2CCC(c3ccncc3)CC2)cc1
59) Cc1ccc(Cn2c(C(=O)O)c(CNCCc3ccco3)c3ccc(C)cc32)cc1
60) COc1ccc(-c2nc(C#N)c(N3CCC(Cc4ccccc4)CC3)o2)cc1OC

assay / compound | 55 | 56 | 57 | 58 | 59 | 60
UDG counterscr | -6% | -6% | -15% | -8% | 12% | -13%
AID inhibitor | -6% | 25% | -1% | ? | 82%[activator] | -6%

61) O=S(=O)(c1ccc(-c2cc(C(F)(F)F)on2)s1)N1CCN(c2ccc(F)cc2)CC1
62) Cc1cc(C)cc(OCC(=O)Nc2nc3c(s2)CC(C(C)(C)C)CC3)c1 (centres undefined)
63) COc1ccc(CCNC(=O)Cc2c(C)c3cc4c(C(C)(C)C)coc4c(C)c3oc2=O)cc1
64) CCCCCCCCC(=O)Nc1cccc(C)c1C
65) CCOc1ccc(CCNC(=O)CCCc2nnc3n(CCCOC)c(=O)c4sccc4n23)cc1
66) Cc1cccc(N2CCN(S(=O)(=O)c3csc(C(N)=O)c3)CC2)c1C
67) CCOC(=O)Nc1cccc(N2CCn3c(nc4ccccc43)C2)c1

assay / compound | 61 | 62 | 63 | 64 | 65 | 66 | 67
UDG counterscr | -4% | ? | 11% | -4% | 3% | 0% | -4%
AID inhibitor | 6% | -6% | 5% | -1% | 1% | -27% | 0%

High-throughput results: PubChem BioAssay, National Center for Advancing Translational Sciences (NCATS)

Some of the compounds tested (hit frequency here may not be typical).
